From PubChem
JNK3 inh: JNK3 kinase activity inhibitors, primary screen, biochemical, human, purified enzyme | Mitogen-activated protein kinase 10 (Homo sapiens), P53779 | hit rate 0.61% among 60,000 | HTS | inhibition, % at 8 µM | AID 746, 2007; in the data active = inhibition above about 17%;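 also: 0% = DMSO and 100% = reference inhibitor; many of its hits are not listed in these tables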
PKA inh: inhibitors of human PKA kinase activity, primary screen, biochemical, ATP-depletion luminescence, Kemptide substrate; cAMP-dependent protein kinase catalytic subunit alpha (Homo sapiens), P17612; PKA Kemptide phosphorylation, Kinase-Glo ATP luminescence; inhibition, % at 6 µM; hit rate 0.1% among 65,000; AID 524, 2006;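 active = inhibition above the screen-wide mean inhibition plus 3 SD, cut at about 21% in these data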; also: many of its hits are not listed in these tables
AP complement: alternative complement pathway inhibitors, primary screen, biochemical, ELISA, human serum, orthogonally pooled compounds | LPS-coated ELISA, C3 deposition; tested in compound mixtures | inhibition, % at 5 µM | hit rate 0.08% among 62,000;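 active = inhibition above 30% in each of the two pooled mixtures holding the compound, so the lower value exceeds 30%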;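 also: 0% = serum in Mg-EGTA without compound and 100% = EDTA serum blank; some compounds past the cut are filed as inactive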
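Medium: diluted human serum in Mg2+-EGTA GVB++. Assay system: human serum complement alternative pathway, C3 deposition onto LPS. Also added: Plate-bound LPS. Technique: Anti-C3 ELISA, OD 450 nm. Measure: percent inhibition. Incubation: 1 h at 37 °C. Dosing: 5 µM each compound, pools of ten, 50 µM per pool.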
RORA act: activators of orphan receptor RORA, primary screen, cell-based, luminescence; hit rate 1.5% among 65,000; activation, % at 10 µM; Nuclear receptor ROR-alpha (Homo sapiens), P35398; CHO-K1 Gal4-RORA LBD luciferase reporter; percent increase over mock-subtracted basal signal;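 active = activation above the mean of all tested compounds plus 3 SD, cut at about 49% in these data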;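 also: 0% = DMSO-treated RORA cells and 100% = added signal equal to DMSO minus mock-transfected cells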
Target sequence (P35398 whole entry, looked up, the tested form may be a part): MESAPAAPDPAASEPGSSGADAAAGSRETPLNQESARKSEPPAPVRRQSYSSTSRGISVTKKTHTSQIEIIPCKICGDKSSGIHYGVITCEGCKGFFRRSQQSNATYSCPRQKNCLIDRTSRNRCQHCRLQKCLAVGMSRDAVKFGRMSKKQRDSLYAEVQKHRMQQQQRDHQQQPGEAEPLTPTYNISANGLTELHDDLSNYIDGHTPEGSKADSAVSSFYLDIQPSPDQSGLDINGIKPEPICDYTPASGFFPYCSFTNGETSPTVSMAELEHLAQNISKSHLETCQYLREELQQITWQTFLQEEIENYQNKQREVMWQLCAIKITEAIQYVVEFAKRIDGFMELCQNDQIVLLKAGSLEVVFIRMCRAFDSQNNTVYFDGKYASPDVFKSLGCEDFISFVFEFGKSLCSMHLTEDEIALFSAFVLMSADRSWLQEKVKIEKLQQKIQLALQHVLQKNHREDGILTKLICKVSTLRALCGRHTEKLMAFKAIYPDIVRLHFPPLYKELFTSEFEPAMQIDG
CatS block: inhibitors of human cathepsin S, biochemical, compound mixtures. P25774. recombinant cathepsin S, AMC dipeptide fluorescence, pooled mixtures. inhibition, %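 (tested at 5 µM per compound within 10-compound mixtures)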. hit rate 0.06% among 62,000. AID 501, 2006; in the data active = inhibition above about 32%, passing the limit was not always enough;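 also: 0% = enzyme without compound and 100% = blank without enzyme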
Target sequence (P25774 115-331 limits assumed): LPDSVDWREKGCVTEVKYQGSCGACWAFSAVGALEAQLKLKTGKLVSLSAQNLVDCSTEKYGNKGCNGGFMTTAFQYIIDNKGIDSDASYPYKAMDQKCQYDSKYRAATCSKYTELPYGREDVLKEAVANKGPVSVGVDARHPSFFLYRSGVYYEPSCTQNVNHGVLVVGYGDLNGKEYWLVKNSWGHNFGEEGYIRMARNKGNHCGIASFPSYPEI
CatB inh: human cathepsin B inhibitors, primary screen, biochemical, fluorogenic substrate. P07858. purified cathepsin B, fluorescence. inhibition, %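 (tested at 10 µM)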. hit rate 0.1% among 63,000; in the data active = inhibition above about 21%;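 also: 0% = enzyme with no compound and 100% = no enzyme blank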
CatB mixtures: cathepsin B inhibitors from pooled compounds, primary screen, biochemical, compound mixtures, AMC fluorescence; AID 488, 2006; inhibition, %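 (ten-compound pools at 5 µM per compound and 50 µM total)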; hit rate 0.06% among 62,000; Purified cathepsin B, AMC dipeptide fluorescence; P07858; in the data active = inhibition above about 22%, passing the limit was not always enough;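 also: 0% = enzyme without compound and 100% = no enzyme blank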
ROCK2 blocker: inhibitors of human ROCK2 kinase, primary screen, biochemical, high-throughput, luminescence | AID 604, 2007 | hit rate 0.35% among 60,000 | purified ROCK2, Kinase-Glo ATP depletion luminescence | inhibition, % at 6 µM | Rho-associated protein kinase 2 (Homo sapiens), O75116;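 active = inhibition above the screen-wide mean inhibition plus 3 SD, cut at about 18% in these data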;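 also: plate controls were DMSO wells for no effect and Y-27632 control wells after no-enzyme background subtraction for full effect; many of its hits are not listed in these tables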
Ec RNAP inh: E. coli RNAP inhibitors, biochemical | inhibition, %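 (tested at 10 µM)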 | hit rate 0.2% among 62,000 | E. coli RNA polymerase, fluorescence transcription assay | DNA-directed RNA polymerase subunit beta (Escherichia coli (strain K12)), P0A8V2; in the data active = inhibition above about 20%;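 also: 0% = enzyme without compound and 100% = no enzyme blank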
Starred values were filed as active, the others as inactive; . = not tested or not shown. Some of the compounds tested (hit frequency here may not be typical).

1	CN(C)c1ccc(S(=O)(=O)c2ccc(Cl)cc2)cc1
2	O=C1c2ccccc2C2(c3ccccc3)NCCN12 (stereo not given)
3	Cc1ccc(Cl)c2c1NC(=O)C2(O)CC(=O)c1ccccc1O (stereo not given)
4	CCOc1ccccc1Nc1nc(N)nc(CSc2nncn2C)n1
5	O=S(=O)(c1cccs1)n1nnc2ccccc21
6	COc1ccc(OC)c(-n2nnnc2SCC(=O)NCCc2ccccc2)c1
7	O=C(CC1N=C2c3ccccc3N=C(SCc3ccc(Cl)cc3)N2C1=O)NCc1ccco1 (stereo not given)
8	COc1ccc(C(=O)Nc2c(N)nc(SCC(=O)N3CCC(C)CC3)[nH]c2=O)cc1OC

Compound	1	2	3	4	5	6	7	8
JNK3 inh	5	3	0	-2	0	-3	4	1
PKA inh	7	0	11	-1	2	4	11	-1
AP complement	4	7	-2	-6	8	5	13	9
RORA act	9	-13	-14	10	-1	29	-5	1
CatS block	8	6	11	3	10	12	3	2
CatB inh	.	-2	14	-1	-4	2	6	12
CatB mixtures	0	0	0	3	4	6	1	-5
ROCK2 blocker	5	3	8	-6	6	-2	4	2
Ec RNAP inh	10	12	5	6	9	8	1	8

9	O=C(Cn1cnc2c(nnn2Cc2ccc(F)cc2)c1=O)N1CCCCC1
10	CC(C)=CC(=O)OCC(=O)NC(=O)NC(C)(C)C
11	COc1ccc(N2CCN(C(=O)CSc3nnc(CNc4ccccc4)o3)CC2)cc1
12	Cc1ccc2c(c1)C(c1ccc(F)cc1)N(C(=O)C1CC1)CC(=O)N2 (stereo not given)
13	CCSc1ncc(C#N)c(=O)[nH]1
14	CCOC(=O)N1CCN(C(=O)C2CCN(S(=O)(=O)N(CC)CC)CC2)CC1
15	O=C(Nc1nccs1)NC1CCCCC1
16	CC1Cc2nc(SCC(=O)Nc3ccc(F)cc3F)n(C)c(=O)c2S1 (stereo not given)

Compound	9	10	11	12	13	14	15	16
JNK3 inh	-1	.	6	-3	-5	-1	3	6
PKA inh	9	-8	7	-5	5	6	2	0
AP complement	-4	7	-1	16	-7	22	18	5
RORA act	-6	-19	-4	25	23	-15	12	-7
CatS block	8	-3	21	-22	5	-5	4	-7
CatB inh	4	5	7	3	3	4	-4	2
CatB mixtures	-1	2	9	-7	7	1	4	-8
ROCK2 blocker	10	.	-4	3	5	3	2	-1
Ec RNAP inh	7	6	10	6	7	0	7	-5

17	COC1=CC(=O)OC12CCCCC2
18	CSC1=NCCN1C(=O)c1cccc(C(F)(F)F)c1
19	O=C(NCc1ccccc1)c1cccnc1N1CCOCC1
20	Cc1ccc(-n2c(SCC3CCCCO3)nnc2-c2ccco2)cc1 (stereo not given)
21	CC(C)Oc1ccc(C(=O)NCc2ccco2)cc1
22	Cc1ccc(CNC(=O)C2CCCN(S(=O)(=O)c3cccnc3)C2)cc1 (stereo not given)
23	CCCCC(=O)c1c(O)c2ccccc2oc1=O
24	CCCSC1=C(C#N)C(c2ccccc2OCC)CC(=O)N1 (stereo not given)

Compound	17	18	19	20	21	22	23	24
JNK3 inh	0	5	4	1	-4	2	2	1
PKA inh	-3	5	4	0	1	1	3	4
AP complement	16	10	-5	13	7	-1	12	10
RORA act	6	-5	-13	6	-3	-1	-9	-11
CatS block	-3	-6	-5	-11	-2	2	8	-2
CatB inh	3	-7	5	2	5	5	0	-3
CatB mixtures	1	3	-11	-8	5	2	8	10
ROCK2 blocker	5	3	8	-1	-6	2	1	-1
Ec RNAP inh	2	0	10	-2	6	-4	5	3

25	CC(=O)Oc1cc2oc(=O)c3c(c2cc1Cl)CCC3
26	CCC1CCCCN1C(=O)c1cc(-c2ccc(Cl)c(Cl)c2)on1 (stereo not given)
27	Cc1cc(=O)oc(C)c1C(=O)NCc1c(F)cc(F)cc1F
28	COc1ccc(CN2C(=O)CN(C3CCCCCC3)C(=O)C2c2ccc(OC)c(OC)c2)cc1 (stereo not given)
29	COc1ccc(CCNC(=O)CSC2=Nc3ccccc3C3=NC(C(C)C)C(=O)N23)cc1OC (stereo not given)
30	O=C1CC(Nc2ccccc2)C(=O)N1c1ccc(N2CCOCC2)cc1 (stereo not given)
31	CC(=O)NC1(C(F)(F)F)C(=O)Nc2c1c(=O)n(C)c(=O)n2C (stereo not given)
32	COc1ccc(C2C(C(=O)O)CC(=O)N2c2ccc(OC)cc2)cc1 (stereo not given)

Compound	25	26	27	28	29	30	31	32
JNK3 inh	-5	0	.	.	-7	6	-4	3
PKA inh	-3	7	4	6	10	0	5	5
AP complement	.	-1	2	-10	14	4	.	-2
RORA act	-12	54*	2	2	-11	2	-10	0
CatS block	.	3	-5	12	34	-9	.	8
CatB inh	.	2	1	2	7	0	2	4
CatB mixtures	.	-3	0	-4	1	3	.	1
ROCK2 blocker	0	7	.	.	6	5	13	7
Ec RNAP inh	.	5	-7	8	-8	6	2	8

33	O=C(CSc1nc2ccccc2o1)Nc1nc2c(s1)CCCC2
34	CCC(=O)Nc1ccc(S(=O)(=O)Nc2cccnc2)cc1
35	Cc1cc(=O)[nH]c(S/C=C/c2ccccc2)n1
36	CCOC(=O)N1CCN(C(=O)CSc2nc(-c3cccc(C)c3)ns2)CC1
37	CCOC(=O)C1=C(CC)Nc2ccccc2N=C1NC(=O)c1cccc(S(=O)(=O)N2CCCC2)c1
38	O=C(Nc1ccc2c(c1)OCO2)c1cc2ncc(Br)cn2n1
39	OC(COc1c(Br)cc(Br)cc1Br)CN1CCOCC1 (stereo not given)
40	O=c1c2ccccc2nc2c3ccccc3c(N3CCOCC3)nn12

Compound	33	34	35	36	37	38	39	40
JNK3 inh	-2	3	11	2	0	-7	-14	4
PKA inh	1	4	-3	9	8	-2	5	6
AP complement	16	4	5	2	3	7	2	12
RORA act	1	40	31	9	1	-1	-1	-6
CatS block	10	9	8	0	-5	-13	20	-2
CatB inh	-2	8	2	6	-1	7	2	-6
CatB mixtures	-3	4	2	0	0	3	0	1
ROCK2 blocker	2	-8	-3	6	4	0	-2	3
Ec RNAP inh	.	7	13	12	7	5	5	4

41	CC(=O)Nc1ccc(S(=O)(=O)Nc2ccc(NC(=O)c3ccco3)cc2)cc1
42	Cn1c(N)c(C(=O)CSc2nc3ccccc3n2-c2ccccc2)c(=O)n(C)c1=O
43	CSc1nnc(-c2cccs2)n1-c1ccccc1
44	O=C1c2sc3nc4ccccc4n3c2C(=O)N1c1ccccc1Cl
45	O=C(CCn1c(=O)oc2ccccc21)NCc1cccs1
46	Cc1[nH]nc2nc3c(c(OC(=O)c4ccccc4)c12)c(=O)n(C)c(=O)n3C
47	CCCCN(C(=O)NC(=O)Nc1ccccc1OC)S(C)(=O)=O
48	Cc1ccc(NC(=O)CN2C(=O)NC3(CCC(C)CC3)C2=O)c(Cl)c1 (stereo not given)

Compound	41	42	43	44	45	46	47	48
JNK3 inh	-1	-3	6	11	4	1	1	5
PKA inh	7	4	8	4	10	-3	-6	-3
AP complement	7	8	12	-5	.	11	13	7
RORA act	-8	10	-20	25	20	-17	3	-9
CatS block	-1	7	5	12	.	-4	-6	8
CatB inh	2	-4	5	-2	.	1	0	0
CatB mixtures	1	5	-1	-1	.	1	-5	4
ROCK2 blocker	2	4	6	-1	3	1	-3	2
Ec RNAP inh	6	6	6	3	.	-2	-9	6

49	O=C(COC(=O)c1ccco1)NCc1ccco1
50	CC(Sc1ccc2nnc(-c3ccc(F)cc3)n2n1)C(=O)O (stereo not given)
51	Cc1ccc(SCCNS(=O)(=O)c2ccc(F)cc2)cc1
52	CC(Oc1ccc(Cl)cc1Cl)C(=O)Nc1ccc(N2CCN(C)CC2)cc1 (stereo not given)
53	CCCC(=O)Nc1ccc(NC(=O)c2ccccc2OC)cn1
54	COc1ccc(NC(=O)c2cc(-c3ccc(OC)c(OC)c3)on2)cc1OC
55	O=C(NCCCNC(=O)c1cccs1)c1cccs1
56	Cc1c(C(=O)NC2CCCCC2)oc2c1C(=O)CC(C)(C)C2

Compound	49	50	51	52	53	54	55	56
JNK3 inh	-1	4	-5	-9	.	-8	4	2
PKA inh	-4	2	2	2	2	-5	0	6
AP complement	7	0	5	18	12	11	10	9
RORA act	-22	25	0	6	-16	-13	-17	-16
CatS block	-3	17	6	-2	-11	6	1	2
CatB inh	-1	9	1	4	6	8	0	1
CatB mixtures	-3	4	4	3	9	22	4	2
ROCK2 blocker	-1	3	0	1	.	-5	0	1
Ec RNAP inh	-9	8	7	19	5	6	12	1

57	Cc1ccccc1CNS(=O)(=O)c1ccc2c(c1)OCCO2
58	Cn1c2ccccc2c2cnn(CC(=O)N3CCN(c4ncccn4)CC3)c(=O)c21
59	Cc1cc(N2CCOCC2)nc(SCC(=O)c2ccccc2)n1
60	CC(=O)C1=C(C)NC(C)=C(C(C)=O)C1c1ccc(-c2ccccc2Cl)o1
61	CC1=C(C#N)C(C(F)(F)F)(C(F)(F)F)N=C(c2ccco2)N1
62	Cc1nn2c(NCCCN3CCOCC3)c3c(nc2c1-c1ccccc1)CCC3
63	CN(C)C(=O)N1CCN(C(=O)c2ccccc2Sc2ccccc2C#N)CC1
64	Cn1c(=O)c2c(SCc3cccnc3)nc(CC(C)(C)C)nc2n(C)c1=O
65	CCC(=O)N1CCN(c2nc(-c3ccccc3)c3c(c2C#N)CCCC3)CC1

Compound	57	58	59	60	61	62	63	64	65
JNK3 inh	6	1	.	5	7	0	-12	-2	.
PKA inh	9	-8	6	2	5	-6	0	8	.
AP complement	8	14	18	-8	-1	-1	4	0	17
RORA act	-6	-1	35	2	8	-5	-8	2	.
CatS block	-6	11	-6	2	-2	16	10	-9	-6
CatB inh	-1	5	4	-5	-1	1	-3	0	3
CatB mixtures	2	0	1	8	3	5	8	-6	2
ROCK2 blocker	4	-9	.	4	9	0	2	8	.
Ec RNAP inh	6	4	4	1	1	.	9	0	3

5 records drawn at random from the list so far:
65	CCC(=O)N1CCN(c2nc(-c3ccccc3)c3c(c2C#N)CCCC3)CC1
59	Cc1cc(N2CCOCC2)nc(SCC(=O)c2ccccc2)n1
58	Cn1c2ccccc2c2cnn(CC(=O)N3CCN(c4ncccn4)CC3)c(=O)c21
62	Cc1nn2c(NCCCN3CCOCC3)c3c(nc2c1-c1ccccc1)CCC3
60	CC(=O)C1=C(C)NC(C)=C(C(C)=O)C1c1ccc(-c2ccccc2Cl)o1

Compound	65	59	58	62	60
JNK3 inh	.	.	1	0	5
PKA inh	.	6	-8	-6	2
AP complement	17	18	14	-1	-8
RORA act	.	35	-1	-5	2
CatS block	-6	-6	11	16	2
CatB inh	3	4	5	1	-5
CatB mixtures	2	1	0	5	8
ROCK2 blocker	.	.	-9	0	4
Ec RNAP inh	3	4	4	.	1
